Screening data from PubChem BioAssay.
KAT2A inh – blocks human GCN5L2 histone acetyltransferase; 390,000 compounds, 0.21% hits; Potency, µM (titrated, usually from 58.9 µM), for inactives: at the highest dose activity change, negative = inhibition, usual class: inhibitors; GCN5L2 HAT assay, ThioGlo1 CoA-SH fluorescence
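Enzyme at 20nM final was mixed with library compounds for 15 min at room temperature. Peptide H3(1-25) at 75uM, acetyl-CoA at 70uM and ThioGlo1 at 50uM were then added. Plates were read immediately and after 20 min (Ex340nm/Em540nm).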
N370S GC mod – inhibits or activates N370S mutant glucocerebrosidase | P04062 | N370S GC spleen homogenate, 4MU-glucoside fluorescence | Potency, µM (top dose mostly 59.4 µM), for inactives: at the highest dose activity change, negative = inhibition, most hits filed as inhibitors | 330,000 compounds, 0.092% hits;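 also: 0% = full enzyme activity and -100% = no enzyme basal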
FEN1 inhibitor – human FEN1 inhibition. P39748. Recombinant FEN1 flap cleavage, fluorescence, 15 min. Potency, µM (highest dose often 114 µM), for the others: top-dose activity change, negative = inhibition, usual class: inhibitors. 390,000 compounds, 0.35% hits. AID 588795; also: nearly all actives have a fitted effect of over 65% in size
Target sequence (P39748 whole entry, looked up): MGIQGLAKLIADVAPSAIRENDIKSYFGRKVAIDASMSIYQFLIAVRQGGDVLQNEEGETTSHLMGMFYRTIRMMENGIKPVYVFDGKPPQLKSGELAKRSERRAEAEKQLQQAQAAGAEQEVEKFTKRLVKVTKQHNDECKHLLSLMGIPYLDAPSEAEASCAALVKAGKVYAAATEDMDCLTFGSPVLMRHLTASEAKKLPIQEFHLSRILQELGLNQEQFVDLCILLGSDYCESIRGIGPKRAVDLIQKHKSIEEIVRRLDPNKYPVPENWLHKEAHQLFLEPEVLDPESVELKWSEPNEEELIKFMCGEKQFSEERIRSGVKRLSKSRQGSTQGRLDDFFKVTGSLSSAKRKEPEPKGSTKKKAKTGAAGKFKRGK
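Recombinant FEN1 (10 nM) was preincubated with pin-transferred compounds for 15 min at room temperature, then flap DNA substrate (50 nM final) was added. Plates were read at 0 and 15 min, and normalized concentration–response data were fitted to a four-parameter Hill equation.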
Starred values were filed as active, the others as inactive; & = joins results of further samples; [ ] = dose if it differs, or a comment. Calls follow the shape of the dose curve; as a rule, active = well fitted curve in the direction sought with a large enough effect; inconclusive = small, poorly fitted or top-dose-only effect, or another doubt; inactive = no such curve, though single readings can be large; an effect the other way counts as inactive or inconclusive. Unless noted, % is scaled to controls: 0 for no effect and ±100 for the full control effect; potency is read from the fitted curve at half-maximal effect. Rows were taken by chance. Share with any hit: about 0.54%.

How did Cn1c(N)c(C(=O)COC(=O)C(Cc2ccccc2)NC(=O)c2ccccc2)c(=O)n(C)c1=O (stereo not drawn) do in these assays?
KAT2A inh: 2%; N370S GC mod: 0%; FEN1 inhibitor: -4%

Results for CCOc1ccc(NC(=O)C(=O)NCCc2csc3nc(-c4ccccc4F)nn23)cc1 ?
KAT2A inh: -10%; FEN1 inhibitor: 15%

How did Cc1c(C(=O)OCC(=O)c2c(N)n(CC(C)C)c(=O)n(C)c2=O)oc2ccccc12 do in these assays?
KAT2A inh: -3%; N370S GC mod: 21%; FEN1 inhibitor: -4%

How did COCCCNc1nc(-c2ccncc2)nc2ccccc12 do in these assays?
KAT2A inh: -10%; N370S GC mod: -8%; FEN1 inhibitor: 3%

What do the screens show for `COc1ccc(CCNC(=O)C2CC3Cn4c(nc5cc(C)c(C)cc54)C3N2C)cc1` (stereo not drawn)?
KAT2A inh: -6%; N370S GC mod: -4%; FEN1 inhibitor: 13%

How did CC(=O)O/N=C1\C(=O)N(Cc2ccc(C)cc2)c2ccccc21 do in these assays?
KAT2A inh: -3%; N370S GC mod: 1%; FEN1 inhibitor: 11%

Results for Cc1ccc(NC(=O)C(C)Sc2nnc(C3CC3)n2C2CC2)cc1S(=O)(=O)N1CCOCC1 (stereo not drawn) ?
KAT2A inh: -3%; FEN1 inhibitor: 16%

How did COC(=O)c1c(NC(=O)c2cc(=O)c3ccc(C)c(C)c3o2)sc2c1CCCC2 do in these assays?
KAT2A inh: 4%; FEN1 inhibitor: 29%

How did CS(=O)(=O)N1CCC(C(=O)Nc2cccc(Cl)c2Cl)CC1 do in these assays?
KAT2A inh: -5%; N370S GC mod: 11%; FEN1 inhibitor: 16%

What do the screens show for `CC(=O)Nc1ccc(OC(=O)C(CCS(C)(=O)=O)N2C(=O)c3ccccc3C2=O)cc1` (stereo not drawn)?
N370S GC mod: 3%; FEN1 inhibitor: -2%

Results for CCOCc1nnc(NC(C)=O)s1 ?
KAT2A inh: 3%; N370S GC mod: -6%; FEN1 inhibitor: 2%

Results for COc1ccc(/C=C/C(=O)Nc2ccc(S(=O)(=O)N3CCOCC3)cc2)c(OC)c1 ?
KAT2A inh: -15%; FEN1 inhibitor: 12%

What do the screens show for `Cc1nc(-c2ccccc2)cn(O)c1=O`?
KAT2A inh: -15%; N370S GC mod: -3%; FEN1 inhibitor: 0%

Results for O=C(Cn1nc(-c2ccccc2)ccc1=O)NCc1ccc2c(c1)OCO2 ?
KAT2A inh: -11%; N370S GC mod: -16%; FEN1 inhibitor: 3%

Results for Cc1c(C(=O)OC2CCCCCC2)[nH]c2c1C(=O)CC(c1ccc(N(C)C)cc1)C2 (stereo not drawn) ?
KAT2A inh: -20%; FEN1 inhibitor: 2%

Results for Cc1ccc(C)c(N2CCN(C(=O)Cn3cnc4nc5c(cc4c3=O)CCCC5)CC2)c1 ?
KAT2A inh: 2%; FEN1 inhibitor: -1%

Results for Cc1ccc(N2C(=O)NC(NS(=O)(=O)c3ccccc3)(C(F)(F)F)C2=O)cc1 (stereo not drawn) ?
KAT2A inh: -4%; N370S GC mod: -1%; FEN1 inhibitor: -12%

What do the screens show for `COc1ccccc1CCNC(=O)CNC(=O)c1ccc2ccccc2c1`?
KAT2A inh: -5%; N370S GC mod: 9%; FEN1 inhibitor: 9%&10%

How did Oc1ccc(/C(Cc2ccc3ccccc3n2)=N\Nc2ccccc2)c(O)c1 do in these assays?
KAT2A inh: -20%; N370S GC mod: -4%; FEN1 inhibitor: -14%

How did O=C(CCS(=O)(=O)c1ccc2c(c1)NC(=O)CS2)NCc1cccs1 do in these assays?
KAT2A inh: -5%; N370S GC mod: -22%; FEN1 inhibitor: -1%

Results for O=C(O)CCC(=O)N1CCN(c2nc(-c3ccccc3)c3ccccc3n2)CC1 ?
KAT2A inh: -2%; N370S GC mod: 9%; FEN1 inhibitor: 0%

How did O=C(CO/N=C/c1c(Cl)cccc1Cl)NNC(=O)c1cccc(Cl)c1 do in these assays?
KAT2A inh: -8%; N370S GC mod: 1%; FEN1 inhibitor: 2%

What do the screens show for `Cn1c(NCc2ccc(Cl)cc2)nc2ccccc21`?
KAT2A inh: -5%; N370S GC mod: 0%; FEN1 inhibitor: 1%

Results for O=c1n(Cc2ccccc2F)c2ccccc2n1Cc1ccccc1F ?
KAT2A inh: -8%; N370S GC mod: 4%; FEN1 inhibitor: 10%

What do the screens show for `COc1ccc(C2=Nc3ccc(C)cc3NC(c3ccc(Cl)cc3)=N2)cc1`?
KAT2A inh: 1%; FEN1 inhibitor: -5%

What do the screens show for `COc1ccc(CC(NC(C)=O)C(=O)NC2CCN(C(=O)C3CC3)CC2)cc1OC` (stereo not drawn)?
KAT2A inh: 1%; N370S GC mod: -2%; FEN1 inhibitor: -11%

Results for CC1CC2(CCCC2)N(C(=O)c2ccccc2)Cc2ccccc21 (stereo not drawn) ?
KAT2A inh: -4%; N370S GC mod: 9%; FEN1 inhibitor: 11%

What do the screens show for `COc1ccc(CNC(=O)CSCc2cccc(Cl)c2)cc1`?
KAT2A inh: -1%; N370S GC mod: -2%; FEN1 inhibitor: -5%

Results for CCCCOCCCNc1ncnc2c1[nH]c1ccccc12 ?
KAT2A inh: 0%; N370S GC mod: 3%; FEN1 inhibitor: inconclusive

What do the screens show for `O=C(c1ccc(Nc2cccc(C(F)(F)F)c2)nc1)N1CCCC1`?
KAT2A inh: -22%; N370S GC mod: 8%; FEN1 inhibitor: 8%

What do the screens show for `Cc1ccccc1OCC(=O)Nc1cccc(S(=O)(=O)NC2=NCCC2)c1`?
KAT2A inh: -2%; FEN1 inhibitor: -3%

What do the screens show for `Cc1ccc(-n2c(O)c(C=Nc3ccc(S(=O)(=O)Nc4ncccn4)cc3)c3ccccc3c2=O)cc1C`?
KAT2A inh: -4%; N370S GC mod: 2%; FEN1 inhibitor: -4%

What do the screens show for `N#CCCN1CCN(C(=S)c2ccc(-c3cccc(Cl)c3)o2)CC1`?
KAT2A inh: -12%; N370S GC mod: -2%; FEN1 inhibitor: inconclusive

What do the screens show for `Cn1c(Sc2ccc(Cl)cc2)c(C=O)c2ccccc21`?
KAT2A inh: -2%; N370S GC mod: 19%; FEN1 inhibitor: 7%

Results for O=C(NCCS(=O)(=O)N1CCN(c2ccccc2F)CC1)c1ccccc1C(F)(F)F ?
KAT2A inh: -5%; FEN1 inhibitor: 15%

Results for COc1ccc(NC(=O)CCCSc2ccccc2)cc1 ?
KAT2A inh: -12%; N370S GC mod: -21%; FEN1 inhibitor: 3%

How did O=C(COC(=O)C1CC(=O)N(C2CCCCC2)C1)c1ccc(F)cc1 (stereo not drawn) do in these assays?
KAT2A inh: 6%; N370S GC mod: 1%; FEN1 inhibitor: -27%

What do the screens show for `CC(C)NC(=O)Nc1ccc2c(c1)C(=O)N([C@H](C)CO)C[C@H](C)[C@@H](CN(C)S(=O)(=O)c1ccccc1)O2`?
KAT2A inh: 3%; FEN1 inhibitor: -19%

Results for O=c1[nH]c2cc3c(cc2cc1CN(CCc1ccccc1)Cc1nnnn1CC1CCCO1)OCO3 (stereo not drawn) ?
KAT2A inh: -14%; N370S GC mod: 14%; FEN1 inhibitor: 1%

Results for CC(C)(C)c1ccc(C(=O)NCC(c2cccnc2)N2CCc3ccccc3C2)cc1 (stereo not drawn) ?
KAT2A inh: 0%; FEN1 inhibitor: 21%

What do the screens show for `CC(=O)NNS(=O)(=O)c1ccc(-c2cc(C(F)(F)F)n(C)n2)s1`?
KAT2A inh: -9%; N370S GC mod: -13%; FEN1 inhibitor: 8%

Results for Cc1cc(NS(=O)(=O)c2ccc(NC(=O)CCCOc3cccc(C)c3C)cc2)no1 ?
KAT2A inh: -6%; N370S GC mod: 0%; FEN1 inhibitor: 1%

How did CS(=O)(=O)N1CCC2(CC1)CN(c1ccccn1)C2 do in these assays?
KAT2A inh: 0%; N370S GC mod: 2%

How did Cc1c(O[C@@H]2O[C@H](CO)[C@@H](O)[C@H](O)[C@H]2O)ccc2c1oc(=O)c1ccccc12 do in these assays?
KAT2A inh: -21%; N370S GC mod: 11%; FEN1 inhibitor: -3%

How did O=C(Nc1cccc(F)c1)c1ccc(-c2ccccc2C(F)(F)F)o1 do in these assays?
KAT2A inh: -15%; N370S GC mod: inconclusive

What do the screens show for `COc1ccc(C(=O)/C=C/Nc2ccc(C)cn2)cc1OC`?
KAT2A inh: -2%; N370S GC mod: -13%; FEN1 inhibitor: -16%

How did COc1ccc(OC)c(C2=NS(=O)(=O)N(C)C(C(=O)N3CCC4(CC3)OCCO4)=C2)c1 do in these assays?
KAT2A inh: -2%; N370S GC mod: -6%; FEN1 inhibitor: 11%

Results for CCC(C)NS(=O)(=O)c1ccc(N)cc1 (stereo not drawn) ?
KAT2A inh: -16%; N370S GC mod: -2%; FEN1 inhibitor: -3%

What do the screens show for `Oc1oc(-c2ccccc2)nc1C=Nc1cccc2ccccc12`?
KAT2A inh: -16%; N370S GC mod: 3%; FEN1 inhibitor: 2%

Results for O=C(NCc1ccccc1)c1cccc(S(=O)(=O)N2CCCCC2)c1 ?
KAT2A inh: -6%; N370S GC mod: 1%; FEN1 inhibitor: -8%

How did CCn1c2ccccc2c2nnc(SCC(=O)c3ccccc3)nc21 do in these assays?
KAT2A inh: -8%; N370S GC mod: 17%; FEN1 inhibitor: 14%

How did CCCCS(=O)(=O)N1CCCC(C(=O)Oc2ccccc2OC)C1 (stereo not drawn) do in these assays?
KAT2A inh: 2%; N370S GC mod: 2%; FEN1 inhibitor: -6%

How did Cc1ccc(-n2nc3ccc(NC(=O)Cc4ccc(Cl)cc4)cc3n2)cc1 do in these assays?
KAT2A inh: 1%; FEN1 inhibitor: -1%

How did CC(C)(C)c1ccc(OCCON2C(=O)CCC2=O)c(Cl)c1 do in these assays?
KAT2A inh: 3%; N370S GC mod: 5%; FEN1 inhibitor: 2%

Results for COC(=O)c1ccc(Cl)c(-c2ccc(/C=N/NC(=O)Nc3ccccc3)o2)c1 ?
KAT2A inh: 1%; N370S GC mod: 24%; FEN1 inhibitor: 1%

How did CCN(CC)S(=O)(=O)c1cccc(-c2cn3cccnc3n2)c1 do in these assays?
KAT2A inh: 2%; N370S GC mod: 18%; FEN1 inhibitor: -2%

What do the screens show for `CCN1CCSc2ccc(C(=O)NCc3ccccc3C)cc21`?
KAT2A inh: -16%; N370S GC mod: inconclusive; FEN1 inhibitor: -13%

Results for COc1cccc(C2C(C(C)=O)=C(O)C(=O)N2CCNCCO)c1 (stereo not drawn) ?
KAT2A inh: -2%; N370S GC mod: -3%

Results for CCN(CC(=O)Nc1ccc(NC(C)=O)cc1)C(=O)c1ccc(=O)n(C)n1 ?
KAT2A inh: 2%; FEN1 inhibitor: 5%

How did Cc1cccc(NC(=O)Cn2c(=O)n(-c3ccccc3Cl)c(=O)c3c(C)c(C(=O)N(C)C)sc32)c1 do in these assays?
KAT2A inh: -4%; FEN1 inhibitor: -9%

How did COc1ccc(C2CC(C(F)(F)F)n3nc(CO)c(Cl)c3N2)cc1OC (stereo not drawn) do in these assays?
KAT2A inh: 0%; N370S GC mod: -3%[2.35 µM]; FEN1 inhibitor: -1%

How did O=C(c1ccoc1)N1CCC2(CC1)Oc1ccc(Cl)cc1C(=O)C21CC(c2cccnc2)=NO1 (stereo not drawn) do in these assays?
KAT2A inh: -3%; N370S GC mod: -12%; FEN1 inhibitor: -12%

Results for COc1ccc(OC)c(CNS(=O)(=O)c2cn(C)cn2)c1 ?
KAT2A inh: -25%; N370S GC mod: -1%; FEN1 inhibitor: 24%

Copied from the entries so far, 8 compounds:
How did CCCCS(=O)(=O)N1CCCC(C(=O)Oc2ccccc2OC)C1 (stereo not drawn) do in these assays?
KAT2A inh: 2%; N370S GC mod: 2%; FEN1 inhibitor: -6%

How did Cc1ccc(-n2nc3ccc(NC(=O)Cc4ccc(Cl)cc4)cc3n2)cc1 do in these assays?
KAT2A inh: 1%; FEN1 inhibitor: -1%

How did CC(C)(C)c1ccc(OCCON2C(=O)CCC2=O)c(Cl)c1 do in these assays?
KAT2A inh: 3%; N370S GC mod: 5%; FEN1 inhibitor: 2%

Results for COC(=O)c1ccc(Cl)c(-c2ccc(/C=N/NC(=O)Nc3ccccc3)o2)c1 ?
KAT2A inh: 1%; N370S GC mod: 24%; FEN1 inhibitor: 1%

How did CCN(CC)S(=O)(=O)c1cccc(-c2cn3cccnc3n2)c1 do in these assays?
KAT2A inh: 2%; N370S GC mod: 18%; FEN1 inhibitor: -2%

What do the screens show for `CCN1CCSc2ccc(C(=O)NCc3ccccc3C)cc21`?
KAT2A inh: -16%; N370S GC mod: inconclusive; FEN1 inhibitor: -13%

Results for COc1cccc(C2C(C(C)=O)=C(O)C(=O)N2CCNCCO)c1 (stereo not drawn) ?
KAT2A inh: -2%; N370S GC mod: -3%

Results for CCN(CC(=O)Nc1ccc(NC(C)=O)cc1)C(=O)c1ccc(=O)n(C)n1 ?
KAT2A inh: 2%; FEN1 inhibitor: 5%
